HCMV inh: blocks human cytomegalovirus replication; HFF cells, HCMV-luciferase reporter, 72 h; hits give low values; activity change, negative = inhibition, % at 57.5 µM; hit rate 4.5% among 410,000; AID 1259415; in the data active = activity change below about -60%; inconclusive = no clear call, values can overlap the other calls; inactive = above about -39%
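Luciferase read-out from HCMV-luciferase-infected HFFs (MOI 1 PFU/cell) 72 h post infection at 37C; compounds added after 16 h cell attachment; activity normalized between buffer-only basal and Salinomycin (10uM) inhibitor controls.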
AmpC no deterg: blocks E. coli AmpC beta-lactamase in detergent-free assay | AmpC nitrocefin hydrolysis, absorbance 480 nm, 0.0001% Triton | hit rate 0.52% among 330,000 | Potency, µM (top dose mostly 57.1 µM), for the others: top-dose activity change, negative = inhibition, usual class: inhibitors | P00811;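 also: potency is read from the fitted curve at half-maximal effect; plate controls were no compound for no effect and no enzyme for full effect; nearly all actives have a fitted effect of over 20% in size; some results filed as inactive show a strong effect at the top dose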
Target sequence (P00811 whole entry, looked up): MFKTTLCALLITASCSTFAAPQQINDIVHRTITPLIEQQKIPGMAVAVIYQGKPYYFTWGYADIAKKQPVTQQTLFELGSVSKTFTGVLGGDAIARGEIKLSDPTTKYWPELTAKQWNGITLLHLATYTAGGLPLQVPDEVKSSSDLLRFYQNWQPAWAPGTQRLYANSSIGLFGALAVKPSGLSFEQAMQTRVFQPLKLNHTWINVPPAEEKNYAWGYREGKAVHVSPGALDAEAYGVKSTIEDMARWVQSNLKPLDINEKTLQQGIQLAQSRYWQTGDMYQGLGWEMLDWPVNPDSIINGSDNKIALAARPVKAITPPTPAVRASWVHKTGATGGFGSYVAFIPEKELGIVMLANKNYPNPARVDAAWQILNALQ
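AmpC (5.3 nM in the dispensed reagent) in 20 mM phosphate pH 7.0 with 0.01% (detergent screen) or 0.0001% Triton X-100 was preincubated with compounds for 15 min at room temperature. Nitrocefin was then added from an 800 uM solution, and hydrolysis was followed at 480 nm.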
HCV inh: blocks hepatitis C virus | Potency, µM (series often up to 41.8 µM), inactives show at the highest dose activity change, negative = inhibition, hits mostly inhibitors | AID 651820 | Huh7.5.1 HCVcc-Cre infection, luciferase reporter, 44 h | hit rate 3.4% among 340,000; also: potency is read from the fitted curve at half-maximal effect
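Antiviral activity was scored by luciferase reporter output from cells infected with HCVcc-Cre (~0.5 moi) in presence of compound, 44 h infection period, cells seeded 1,000/well 4 h prior.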
AMA1 RON2 block: inhibitors of Plasmodium falciparum AMA1-RON2 interaction; AlphaScreen AMA1-biotinylated RON2 peptide binding; Potency, µM (highest dose often 58.2 µM), for the others: at the highest dose activity change, negative = inhibition, actives largely listed as inhibitors; hit rate 0.2% among 360,000; AID 720542;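 also: potency is read from the fitted curve at half-maximal effect; 0% = vehicle wells and -100% = peptide control; nearly all actives have a fitted effect of over 45% in size; some results filed as inactive show a strong effect at the top dose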
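AMA1 (3D7) with his tag at 25 nM final met compounds first, then biotinylated RON2 peptide at 25 nM; detection used donor plus acceptor beads, 10 µg/mL apiece, read by AlphaScreen after 30 min at room temperature.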
AmpC inh detg: blocks E. coli AmpC beta-lactamase in detergent assay; hit rate 0.041% among 370,000; AmpC hydrolysis of nitrocefin, absorbance 480 nm, 0.01% Triton; Potency, µM (doses to about 114 µM), inactives show at the highest dose activity change, negative = inhibition, usual class: inhibitors; P00811;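 also: potency is read from the fitted curve at half-maximal effect; 0% = no-compound wells and -100% = no-enzyme wells; nearly all actives have a fitted effect of over 25% in size; some results filed as inactive show a strong effect at the top dose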
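20 mM phosphate pH 7.0 + 0.01% (detergent screen) or 0.0001% Triton X-100; 5.3 nM AmpC reagent; cpd preinc 15 min RT; nitrocefin (800 uM stock) to start; A480 q20 s × 4 min; Activity was normalised to no-enzyme and no-compound control wells.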
LmPK inhibitor: inhibitors of Leishmania mexicana pyruvate kinase; Q27686; purified LmPK, Kinase-Glo ATP luminescence, 1 h; Potency, µM (top dose mostly 57.5 µM), without a hit: at the top dose activity change, negative = inhibition, actives largely listed as inhibitors; hit rate 0.37% among 290,000; AID 1721; also: potency is read from the fitted curve at half-maximal effect
Target sequence (Q27686 whole entry, looked up): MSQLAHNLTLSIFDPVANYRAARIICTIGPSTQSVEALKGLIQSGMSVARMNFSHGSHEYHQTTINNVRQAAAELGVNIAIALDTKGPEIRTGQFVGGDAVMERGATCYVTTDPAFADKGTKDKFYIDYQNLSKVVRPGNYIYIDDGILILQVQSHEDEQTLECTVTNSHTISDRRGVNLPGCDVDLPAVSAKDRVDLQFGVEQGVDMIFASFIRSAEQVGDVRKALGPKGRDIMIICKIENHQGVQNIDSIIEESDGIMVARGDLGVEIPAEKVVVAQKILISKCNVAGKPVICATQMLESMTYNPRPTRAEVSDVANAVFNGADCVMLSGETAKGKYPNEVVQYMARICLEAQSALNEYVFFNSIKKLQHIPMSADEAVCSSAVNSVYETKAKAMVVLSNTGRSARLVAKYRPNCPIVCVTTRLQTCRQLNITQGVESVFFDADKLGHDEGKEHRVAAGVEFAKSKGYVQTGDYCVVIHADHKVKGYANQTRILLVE
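In 50 mM imidazole pH 7.2 with 7 mM MgCl2, LmPK (0.1 nM) turned over PEP (0.5 mM) and ADP (0.1 mM) for 1 h at room temperature. Luciferase read-out of ATP.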
Tb PYK inh: blocks Trypanosoma brucei pyruvate kinase. Potency, µM (highest dose often 76.8 µM), for inactives: top-dose activity, negative = inhibition, usual class: inhibitors. AID 624173. TbPYK enzyme, Kinase-Glo Plus ATP luminescence, 45 min. Q57TT1. hit rate 0.12% among 410,000; also: potency is read from the fitted curve at half-maximal effect; nearly all actives have a fitted effect of over 50% in size
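T. brucei PYK with substrate was exposed to pin-transferred compounds across a concentration series, then started with 130 uM ADP (final). After 45 min at room temperature, Kinase-Glo Plus luminescence was read, normalized and curve-fitted.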
* marks the source's active call; other numbers are inactive results; ? = inconclusive; . = not tested or not shown; & = joins results of further samples; [ ] = dose if it differs, or a comment. Unless noted, calls follow the shape of the dose curve; as a rule, active = well fitted curve in the direction sought with a large enough effect; inconclusive = small, poorly fitted or top-dose-only effect, or another doubt; inactive = no such curve, though single readings can be large; an effect the other way counts as inactive or inconclusive. Unless noted, % is scaled to controls: 0 for no effect and ±100 for the full control effect. No enrichment for hits; overall some 7.5% were active at least once.

SMILES | HCMV inh | AmpC no deterg | HCV inh | AMA1 RON2 block | AmpC inh detg | LmPK inhibitor | Tb PYK inh
CCc1ccc(OCCNC(=O)c2ccccc2SCc2ccccc2)cc1 | -88* | -22% | ? | 0% | 0% | -5% | 6%
O=C(NC1CCCCC1)N1CCSC1=Nc1ccccc1 | -1 | 32% | ? | -6% | -14% | 1% | 6%
CCCn1c(=S)[nH]c2cc(C(=O)N(CCO)Cc3ccccc3)ccc2c1=O | -9 | 25% | -10% | 82%[activator] | 3% | 0% | -9%
[O-]/[N+](=C/c1ccccc1)c1ccccc1 | -24 | -17% | 4% | 14% | -6% | . | -13%
O=C1[C@@H]2C3C=CC(O3)[C@@H]2C(=O)N1c1ccccc1 | . | -5% | -20% | . | -10% | . | .
NS(=O)(=O)c1ccc(CCNc2ccc(C(F)(F)F)cn2)cc1 | -77* | -18% | 15% | -2% | -8% | 0% | -4%
CC(CCc1ccco1)NC(=O)CSc1cc(=O)n(C)c2ccccc12 (configuration not stated) | -24 | 15% | -6% | 4% | -3% | 4% | 0%
Cc1nnc(SCC(=O)Nc2nsc(-c3ccc(Cl)cc3)n2)s1 | -34 | -12% | -9% | -5% | -10% | 7% | -5%
CC[N+]1(C)CCC(=C2c3ccccc3CC(=O)c3sccc32)CC1 (configuration not stated) | -23 | -1% | 1% | -4% | 2% | -2% | -7%
CC(c1ccc(Cl)cc1)n1c(-c2ccc3ccccc3n2)n[nH]c1=S (configuration not stated) | -27 | -35% | 9% | 42%[activator] | 5% | 2% | -27%
Cc1ccc(NC(=O)Cn2c(=O)n(CCCCC(=O)NCc3ccccc3Cl)c(=O)c3ccccc32)cc1C | 6 | . | . | . | 30%[activator] | . | 5%
CCC/C(C)=N/NC(=O)c1ccccc1O | 12 | -27% | 1% | -3%[2.32 µM] | 6% | -3% | -1%
CCc1nc2oc3ccccc3c(=O)c2c(=O)n1-c1ccccc1 | 218 | -35% | -1% | 31%[activator] | -3% | -4% | 4%
O=C(c1cnn(-c2ccccc2)c1)c1ccccc1O | 41 | -23% | -29% | -8% | 3% | ? | -4%
COc1ccc(NC(=O)Cn2nnc(-c3ccccc3NC(=O)C3CC3)n2)cc1 | -12 | -12% | ? | -9% | -19% | -2% | -13%
COc1cc(Cl)c(NC(=O)C2CCN(S(=O)(=O)c3c(C)noc3/C=C/c3ccccc3F)CC2)c(OC)c1 | -8 | . | . | . | 10% | . | 3%
COc1ccc(CCNC(=O)Cc2c(Cl)cccc2Cl)cc1 | ? | -7% | 8% | -16% | -13% | -2% | 1%
O=C(CSc1nc2ccccc2s1)N1c2ccccc2Sc2ccc(C(F)(F)F)cc21 | -3 | -28% | ? | -5% | -7% | 4% | 2%
COc1ccccc1CNC(=O)C1CCC(CNS(=O)(=O)c2ccccc2)CC1 (configuration not stated) | 38 | -6% | 1% | -9% | 0% | -2% | -4%
COc1ccc(N2C(=O)CC(c3ccc(OC(C)C)cc3)C2=O)cc1 (configuration not stated) | -19 | 3% | 5% | -1% | ? | 4% | -1%
COc1ccc(-c2ccc(C(=O)N3CCOCC3)c3occc23)c(C)c1 | -22 | . | . | -1% | . | . | -1%
CCOC(=O)CSC1=C(C#N)C(c2ccccc2F)C(C(C)=O)=C(C)N1 (configuration not stated) | -21 | -9% | -27% | 61%[activator] | -3% | 0% | -25%
O=C(O)C(CCc1ccccn1)c1ccccc1 (configuration not stated) | -6 | . | 3% | 19% | . | . | -4%
Cc1ccnc(N=Cc2c(O)ccc3oc4c(c23)CCCC4)c1 | . | ? | -22% | . | -10% | 0% | .
CCOC(=O)C1(CCOc2ccccc2)CCN(C(=O)c2cncs2)CC1 | -14 | 66%[activator] | 9% | -2% | 3% | 4% | -4%

The results go on:
SMILES | HCMV inh | AmpC no deterg | HCV inh | AMA1 RON2 block | AmpC inh detg | LmPK inhibitor | Tb PYK inh
N#CCCN/N=C(/Cc1nc2ccccc2[nH]1)c1ccc(Cl)cc1 | . | -22% | -4% | . | -15% | -5% | .
Cc1cccc(NC(=O)CC2C(=O)NCCN2C(=O)Nc2ccc(Cl)cc2)c1 (configuration not stated) | -23 | 128%[activator] | 7% | -1% | 5% | 0% | -3%
C/C=C/C=C\C(=O)Nc1cccc(C2=NOC3(C2)C[C@@H](C(N)=O)N(C(=O)c2cc([N+](=O)[O-])cc([N+](=O)[O-])c2C)C3)c1 (some centres not stated) | 9 | 87%[activator] | ? | 0% | 2% | 4% | -20%
CCc1ccc(NC(=O)c2ccc3nc(C(C)C)oc3c2)cc1 | 104 | . | . | . | 1% | . | 0%
CC(C)c1ccc(NC(=O)c2ccc3c(O)c(S(=O)(=O)c4ccccc4)c(=O)[nH]c3c2)cc1 | 2 | . | . | . | 1% | . | -8%
O=C(NCc1ccc(Cl)cc1)c1ccc(NC(=O)N2CC3CCCN3c3ccccc32)cc1 (configuration not stated) | -9 | . | . | . | 3% | . | -12%
CCN1CCN(CCCNC(=O)c2cc3c(=O)[nH]c4ccccc4c3s2)CC1 | -18 | 13% | ? | 6% | -5% | -6% | 0%
CN(c1ccc(OCC(=O)N2CCOCC2)cc1)S(=O)(=O)c1ccc(Cl)cc1 | -16 | 49% | 6% | 7% | ? | 0% | -4%
CC1CCCN(C(=O)COC(=O)CNC(=O)c2sc3ccccc3c2Cl)C1 (configuration not stated) | -17 | 41% | 7% | -3% | 6% | . | 0%
C[C@@H]1CN([C@H](C)CO)C(=O)CCCn2nncc2CO[C@H]1CN(C)Cc1cccc(C(F)(F)F)c1 | 19 | . | . | 0% | . | . | -3%
CS(=O)(=O)c1ccc(C(=O)Nc2nc(-c3ccco3)c(-c3ccco3)s2)cc1 | 47 | -42% | ? | ? | 0% | . | ?
O=C(/C=C/c1ccco1)NC(=S)Nc1cccc(-c2nc3ccccc3s2)c1 | 57 | . | 10µM* | 26% | . | . | -4%
Cc1ccc(Cl)cc1N1CCN(C(=O)c2cn(C)c3ccc(S(=O)(=O)N4CCCCC4)cc3c2=O)CC1 | 1 | . | . | . | ? | . | 0%
Cc1ccccc1-n1c(-c2ccc([N+](=O)[O-])cc2)nc2ccccc2c1=O | -37 | -28% | -1% | -6% | -11% | 4% | 2%
COc1cc(CCNc2ccc3nnc(-c4ccccc4)n3n2)cc(OC)c1OC | 66 | 51% | 0% | -3% | -8% | 0% | 0%
CC/C(=N\NC(=O)CSc1ncccn1)c1ccc2c(c1)OCCO2 | ? | -5% | 25% | -2% | -6% | -1% | -5%
Cn1c2ccccc2c2c(C(=O)NCC3CCCO3)cn(C3CCCC3)c(=O)c21 (configuration not stated) | . | -1% | ? | -2% | ? | 2% | -16%
CCNC(=O)c1cccc(NC(=O)c2cc(C3CC3)nc3c2cnn3C(C)C)c1 | -14 | 27% | ? | 31%[activator] | -20% | . | 1%
COc1ccccc1-c1cc(C(=O)Nc2ccccc2SC)no1 | 7 | 1% | 17% | 3% | -10% | -1% | -5%
O=C(CN1CCN(Cc2ccc(F)cc2Cl)C1=O)NCCc1ccc(Cl)cc1 | -22&23 | 106%[activator] | ? | -2% | ? | 8% | -2%&-1%
Cc1ccccc1NC(=O)c1ccco1 | -13 | -9% | 11% | 5% | -10% | -1% | -1%
CC1CCCN(C(=O)C23CCC(C)(C(=O)C2)C3(C)C)C1 (configuration not stated) | 17 | 7% | 3% | 0% | 3% | 7% | 1%
COc1ccc(Cl)cc1NC(=O)Cn1nc(Cc2ccncc2)c2ccccc2c1=O | ? | . | . | . | 7% | . | -1%
C=C(C)[C@@H]1CC=C(CN2CCC(CCOC)(C(=O)OCC)CC2)CC1 | 27 | 39% | ? | -18% | -7% | 2% | 0%
O=C(O)CSc1nnc(-c2ccc3c(c2)OCO3)o1 | 36 | -16% | 21% | 8% | 0% | -9% | 0%

Shown in markdown: three of the compounds above
| Structure | HCMV inh | AmpC no deterg | HCV inh | AMA1 RON2 block | AmpC inh detg | LmPK inhibitor | Tb PYK inh |
| --- | --- | --- | --- | --- | --- | --- | --- |
| COc1ccccc1-c1cc(C(=O)Nc2ccccc2SC)no1 | 7 | 1% | 17% | 3% | -10% | -1% | -5% |
| O=C(CN1CCN(Cc2ccc(F)cc2Cl)C1=O)NCCc1ccc(Cl)cc1 | -22&23 | 106%[activator] | ? | -2% | ? | 8% | -2%&-1% |
| Cc1ccccc1NC(=O)c1ccco1 | -13 | -9% | 11% | 5% | -10% | -1% | -1% |

Additional records
SMILES | HCMV inh | AmpC no deterg | HCV inh | AMA1 RON2 block | AmpC inh detg | LmPK inhibitor | Tb PYK inh
COC(=O)c1cc2c(cc1Cl)N1CCCCCC1=NS2(=O)=O | -36 | -2% | 3% | 6% | 2% | 2% | 7%
CCCCOC(=O)Nc1ccc(N2CCCCC2)cc1 | 145 | -1% | 23% | ? | -10% | 9% | -19%
CCN(CC)C(=O)Cn1cc(SCC(=O)Nc2cccc(F)c2)c2ccccc21 | -3 | . | . | . | -5% | . | 0%
COc1ccc(C(=S)N2CCN(C)CC2)cc1Br | -8 | -6% | 13% | 11% | -12% | 1% | 3%
C=CCNc1nc(C)c(CNc2c(C)cc(C)cc2C)nc1C#N | 43 | -9% | 2% | -13% | -12% | 0% | -2%
CC(C)SCc1cc(N2CCCC2)nc(-c2ccccc2)n1 | -34 | 2% | 0% | -10% | -1% | 3% | 0%
Cc1ccc(C(=O)NC(=S)N2CCN(c3ccc([N+](=O)[O-])cc3)CC2)cc1 | -3 | -26% | -14% | 24% | -2% | -3% | 8%
Cn1c(SCC(=O)Nc2ccc3c(c2)OCO3)nnc1C(F)(F)F | -1 | -13% | -5% | -6% | . | . | -4%
Cn1c(N2CCCC2)nc2c1c(=O)n(Cc1ccc(F)cc1)c(=O)n2C | -11 | 33% | -24% | 6% | ? | 4% | -3%
CC1(C)Cc2nc(N)c(C(=O)NCCO)cc2CO1 | 4 | -8% | 13% | 38%[activator] | 1% | 5% | -2%
COc1ccc(Cn2c(C)ccc2C)cc1 | 50 | -9% | -12% | -9% | ? | 1% | -1%
Cc1ccc(OCC(=O)Nc2ccc(F)cc2)cc1C | -29 | -26% | 3% | 2% | -15% | -4% | 4%
CCCn1c(SCC(=O)NC(=O)NCc2ccco2)n[nH]c1=O | . | -25% | 14% | . | ? | -13% | .
O=C(NCc1cccs1)c1ccc(S(=O)(=O)N2CCCCC2)cc1 | -36 | -24% | -1% | -17% | 4% | 1% | -19%
Cc1ccc(CN(C)C(=O)CSc2nnc3n2CCCCC3)c(C)c1 | ? | 33% | -7% | -5% | -8% | . | -5%

Compound activity: PubChem, National Center for Advancing Translational Sciences (NCATS)
